Compound activity deposited in PubChem by National Center for Advancing Translational Sciences (NCATS).
JMJD2A Tudor inh = blocks the human JMJD2A Tudor domain; O75164; AlphaScreen JMJD2A-Tudor / H3K4me3 peptide binding; Potency, µM (highest dose often 114 µM), inactives show top-dose activity change, negative = inhibition, usual class: inhibitors; actives 4.4% (n = 390,000); also: potency is read from the fitted curve at half-maximal effect; % is scaled to controls: 0 for no effect and ±100 for the full control effect; nearly all actives have a fitted effect of over 50% in size
HP1b binding inh = blocks HP1-beta chromodomain binding to methylated histone tails | P83916 | AlphaScreen HP1-beta / biotin-H3K9me3 peptide binding | Potency, µM (highest dose often 114 µM), for the others: top-dose activity change, negative = inhibition, most hits filed as inhibitors | actives 0.56% (n = 390,000); also: potency is read from the fitted curve at half-maximal effect; nearly all actives have a fitted effect of over 70% in size; inactives centre near 23
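AlphaScreen: HP1-beta (50 nM) preformed 30 min with biotin-H3(1-18)K9me3 peptide (50 nM) in PBS pH 7.4, 0.01% Tween-20. Compound added for 30 min at RT, then streptavidin donor/nickel chelate acceptor beads (10 ug/mL) for 30 min.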
RGS4 inh = inhibitors of human regulator of G protein signaling 4; AID 504845; actives 0.039% (n = 390,000); Transcreener GDP fluorescence polarization, RGS4-accelerated GTP hydrolysis; Potency, µM (titrated, usually from 114 µM), for inactives: at the highest dose activity change, negative = inhibition, most hits filed as inhibitors; also: potency is read from the fitted curve at half-maximal effect; % is scaled to controls: 0 for no effect and ±100 for the full control effect; nearly all actives have a fitted effect of over 75% in size; some results filed as inactive show a strong effect at the top dose
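MLSMR compounds (23 nl, pin-transferred) preincubated 10 min at room temperature with a 500nM (2x) first reagent, then RGS4 at 900nM (2x) plus Transcreener GDP mix added; fluorescence polarization (620/688 nm) read before and after 90 min at 30 °C.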
BAZ2B inh = inhibitors of human BAZ2B bromodomain; Q9UIF8; AlphaScreen BAZ2B-H3K14Ac peptide displacement; Potency, µM (top dose mostly 114 µM), for the others: at the highest dose activity change, negative = inhibition, usual class: inhibitors; actives 4.4% (n = 360,000); also: potency is read from the fitted curve at half-maximal effect; % is scaled to controls: 0 for no effect and ±100 for the full control effect; nearly all actives have a fitted effect of over 60% in size
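BAZ2B (50 nM) with biotin-H3(5-23)K14Ac peptide (50 nM) in PBS pH 7.4, 0.01% Tween-20, preformed 30 min, then compound 30 min at room temperature; top concentration 110uM. AlphaScreen streptavidin donor/nickel chelate acceptor beads (10 ug/mL final), 20 min dark, signal read.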
PI4K2A inh = PI4K2A (human) kinase inhibition; purified PI4K2A, ADP-Glo luminescence, 1 h; active compounds read low; activity change, negative = inhibition, % at 76.9 µM; actives 0.13% (n = 420,000); Q9BTU6; in the data active = activity change below about -50%; inconclusive = mostly about -30% to -49%;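 also: -100% = wells without enzyme as full effect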
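PI4K2A activity was measured by ADP-Glo luminescence: enzyme (4 ug/mL stock) and phosphatidylinositol (1.2 mM stock) in Tris pH 7.5/MgCl2/EGTA/Triton X-100 buffer were reacted with ATP (300 microM stock) for one hour at ambient temperature.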
ERG Ets-DNA blk = inhibitors of human ERG Ets domain-DNA interaction. P11308. fluorescence polarization, His-ERG Ets domain / labelled DNA. Potency, µM (highest dose often 76.9 µM), for the others: at the highest dose FP activity, negative = inhibition, usual class: inhibitors. actives 0.028% (n = 370,000); active = well fitted inhibition curve with a large enough effect in the polarisation, with a control signal flat; inconclusive = small, poorly fitted or top-dose-only effect, or effect the other way, or a change in a side signal; inactive = no such curve, though single readings can be large or run the other way; the % refers to the polarisation;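 also: polarization taken with two DNA probes labelled with fluorescein and Texas red; potency is read from the fitted curve at half-maximal effect; % of control where 0% means no effect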
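His-tagged ERG Ets domain (1 uM in the protein solution; 300mM KCl, 50mM Tris-HCl, 1mM EDTA, 1mM DTT, pH 7.5) received compound, then a probe mix of 5 nM fluorescein-DNA and 100nM Texas-615-DNA. Fluorescence polarization was read for both dyes.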
GLS inhibitor = glutaminase GLS (human) inhibition | GLS enzymatic activity, qHTS titration | AID 624170 | Potency, µM (doses to about 45.5 µM), for inactives: top-dose activity change, negative = inhibition, most hits filed as inhibitors | O94925 | actives 0.21% (n = 410,000); also: potency is read from the fitted curve at half-maximal effect; % is scaled to controls: 0 for no effect and ±100 for the full control effect
Target sequence (O94925 whole entry, looked up): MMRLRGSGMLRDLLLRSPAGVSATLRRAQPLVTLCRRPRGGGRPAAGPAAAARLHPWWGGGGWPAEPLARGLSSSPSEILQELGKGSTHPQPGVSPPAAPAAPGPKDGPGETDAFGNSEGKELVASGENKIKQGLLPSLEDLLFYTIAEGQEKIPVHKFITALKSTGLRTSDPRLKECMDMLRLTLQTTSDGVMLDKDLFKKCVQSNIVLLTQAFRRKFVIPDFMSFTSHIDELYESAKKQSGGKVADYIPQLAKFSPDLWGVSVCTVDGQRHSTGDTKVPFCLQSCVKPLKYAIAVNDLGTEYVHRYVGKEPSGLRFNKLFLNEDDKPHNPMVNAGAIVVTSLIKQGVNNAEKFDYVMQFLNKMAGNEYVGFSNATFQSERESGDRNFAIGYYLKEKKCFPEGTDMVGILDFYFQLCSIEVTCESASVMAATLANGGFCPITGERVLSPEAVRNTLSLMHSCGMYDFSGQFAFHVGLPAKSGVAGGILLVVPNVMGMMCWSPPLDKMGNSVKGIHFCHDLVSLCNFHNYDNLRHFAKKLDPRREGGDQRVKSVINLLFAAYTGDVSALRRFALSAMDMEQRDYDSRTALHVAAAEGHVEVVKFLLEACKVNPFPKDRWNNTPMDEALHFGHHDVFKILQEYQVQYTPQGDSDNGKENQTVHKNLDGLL
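Assay buffer: 45 mM KH2PO4 pH 8.2, 0.02% Tween-20. hKGA acts on L-glutamine (1 mM solution added); product glutamate is reported by an oxidase/peroxidase Amplex Red coupling, with fluorescence taken at baseline and 30 min.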
G9a inh = inhibitors of human histone lysine methyltransferase G9a; Q96KQ7; G9a H3K9 monomethylation, AlphaScreen, 2 h; Potency, µM (highest dose often 102 µM), for inactives: top-dose activity, negative = inhibition, actives largely listed as inhibitors; actives 8.8% (n = 350,000); also: potency is read from the fitted curve at half-maximal effect; % is scaled to controls: 0 for no effect and ±100 for the full control effect; nearly all actives have a fitted effect of over 75% in size
Target sequence (Q96KQ7 913-1193 limits assumed): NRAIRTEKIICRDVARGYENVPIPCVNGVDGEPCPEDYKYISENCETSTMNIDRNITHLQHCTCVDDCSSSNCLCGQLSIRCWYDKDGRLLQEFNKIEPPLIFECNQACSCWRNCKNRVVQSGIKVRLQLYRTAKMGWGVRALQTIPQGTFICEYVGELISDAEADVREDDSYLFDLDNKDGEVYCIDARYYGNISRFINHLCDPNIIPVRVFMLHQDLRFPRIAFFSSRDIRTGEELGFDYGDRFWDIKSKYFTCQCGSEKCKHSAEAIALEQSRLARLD
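G9a (20 nM) preincubated 15 min RT with compounds, then 500 nM biotinylated H3K9 peptide and 20 uM SAM added; 2 h RT reaction. Monomethyl-H3K9 product detected by AlphaScreen with anti-H3K9me1 antibody, streptavidin donor and anti-rabbit IgG acceptor beads.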
12-LOX inh = ALOX12 (human) lipoxygenase inhibition | P18054 | Potency, µM (top dose mostly 108 µM), for inactives: at the top dose activity change, negative = inhibition, actives largely listed as inhibitors | purified 12hLO, xylenol orange hydroperoxide absorbance | actives 1.1% (n = 580,000); also: potency is read from the fitted curve at half-maximal effect; % is scaled to controls: 0 for no effect and ±100 for the full control effect
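Purified human 12hLO (150 nM final) in 25 mM Hepes, 0.01% Triton X-100, pH 7.0 was preincubated 15 min at room temperature with compound. Then 40 uM arachidonic acid was added, 30 min. Hydroperoxide was read by Fe-XO absorbance ratio 573/405 nm.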
Starred values were filed as active, the others as inactive; ? = inconclusive; . = not tested or not shown; & = joins results of further samples; [ ] = dose if it differs, or a comment. Unless noted, calls follow the shape of the dose curve; as a rule, active = well fitted curve in the direction sought with a large enough effect; inconclusive = small, poorly fitted or top-dose-only effect, or another doubt; inactive = no such curve, though single readings can be large; an effect the other way counts as inactive or inconclusive.

Order of values – G9a inh, HP1b binding inh, RGS4 inh, PI4K2A inh, JMJD2A Tudor inh, ERG Ets-DNA blk, GLS inhibitor, BAZ2B inh, 12-LOX inh
#1 CCCNC(=O)Nc1cc(C)on1
  -5%[59 µM], 9%, 42%, 10, -3%, 0%, 2%, -28%, -22%
#2 Cc1ccc(CNC(=O)CN(C)S(=O)(=O)c2cccc3nsnc23)cc1
  -3%, 17%, 24%, 5, -20%, 3%, 4%, 8%, -10%
#3 COc1ccc(NC(=O)CCn2cccc2)c(OC)c1
  ?, 14%, 8%, 6, -27%, -1%, -4%, ., 4%
#4 CCCCNc1nc(Oc2ccc(=O)n(-c3ccccc3)n2)nc(N(C)C)n1
  -3%[59 µM], 10%, 2%, -1, -19%, -5%, 1%, -13%, -23%
#5 O=C(Cn1ncc2c(=O)oc3ccccc3c21)N1CCN(c2ccccn2)CC1
  -47%, 16%, -25%, 10, -20%, 4%, 14%, -29%, 18%[57.4 µM]
#6 CCN1CCN(c2ccc(NC(=O)c3ccc(Cl)c(N4CCCC4=O)c3)cc2)CC1
  ?, 7%, -9%, 1, -1%, 2%, 74%[activator], -28%, -14%
#7 CCCCC1=NN(C(=O)c2ccco2)C(O)(C(F)(F)F)C1 (stereo unspecified)
  ., 68%[activator], 4%, 1, -10%, ?, -3%, 1%, -7%
#8 CC(C)(C)N1C(=O)c2ccc(C(=O)Nc3ccc(O)cc3)cc2C1=O
  ?, 0%, 9%, -6, -29%, 6%, ?, -31%, -2%
#9 C=CCn1c2ccccc2c2nnc(SCC(N)=O)nc21
  14%, 44%[activator], -8%, 7, -13%, 7%, 0%, -4%, 6%
#10 CCOC(=O)c1ccc(C(=S)N2CCCC2)cc1
  10µM*, ?, -23%[56.9 µM], 5, -15%, -3%, -25%, -5%, ?
#11 CCOc1ccc(N2C(=O)Nc3ccccc3C2(O)C(=O)NCc2ccc(OC)cc2)cc1 (stereo unspecified)
  2%, 26%, -5%, 2, -3%, -11%, -15%, -8%, -5%
#12 COc1ccc(N2CCN(C(=O)CC(C)S(=O)(=O)c3ccc4c(c3)NC(=O)CO4)CC2)cc1 (stereo unspecified)
  ., -9%, 16%[11.4 µM], -4, -35%, 5%, 43%[activator], -11%, 2%
#13 CN(CC(=O)Nc1cccc(F)c1)C(=O)c1ccc(-c2ccc(Cl)cc2)o1
  35µM*, 6%, -33%, 4, ?, -2%, -4%, ?, ?
#14 CC(=O)c1ccc(NC(=S)NN2C(C)CCCC2C)cc1 (stereo unspecified)
  -2%, 14%, 7%, 3, -13%, -7%, -5%, -15%, -22%
#15 Cc1cccc(S(=O)(=O)Nc2ccc(-c3ccc4nncn4n3)cc2)c1
  -3%, 37%, -29%, -1, -9%, 2%, -8%, 2%, -15%
#16 Cc1ccc(-n2nc3c(c2NC(=O)c2cccs2)CS(=O)(=O)C3)c(C)c1
  3%, 6%, 16%, -5, -6%, 3%, 0%, -18%, -13%
#17 CN(Cc1nccn1C)C(=O)C1CCC(=O)N(CCc2ccc(Cl)cc2)C1 (stereo unspecified)
  21%, 14%, -4%, -1, -4%, 4%, 5%, -5%, -8%
#18 COc1ccc(N(CCC#N)S(=O)(=O)c2cccc3nsnc23)cc1
  6%, 1%, -28%, 3, -19%, -2%, 9%, -6%, -15%
#19 NS(=O)(=O)c1ccc(NC(=O)Nc2ccc(S(N)(=O)=O)cc2)cc1
  0%, 24%, 17%, -13, -18%, 11%, -11%, 6%, 111%[activator]
#20 c1ccc(CNc2c3c(nc4ncnn24)CCC3)cc1
  ., 21%, -6%, 1, -8%, -5%, 22%, -12%, 7%

Part of the list above, with bars between the fields.
entry | Molecule | G9a inh | HP1b binding inh | RGS4 inh | PI4K2A inh | JMJD2A Tudor inh | ERG Ets-DNA blk | GLS inhibitor | BAZ2B inh | 12-LOX inh
11 | CCOc1ccc(N2C(=O)Nc3ccccc3C2(O)C(=O)NCc2ccc(OC)cc2)cc1 (stereo unspecified) | 2% | 26% | -5% | 2 | -3% | -11% | -15% | -8% | -5%
12 | COc1ccc(N2CCN(C(=O)CC(C)S(=O)(=O)c3ccc4c(c3)NC(=O)CO4)CC2)cc1 (stereo unspecified) | . | -9% | 16%[11.4 µM] | -4 | -35% | 5% | 43%[activator] | -11% | 2%
13 | CN(CC(=O)Nc1cccc(F)c1)C(=O)c1ccc(-c2ccc(Cl)cc2)o1 | 35µM* | 6% | -33% | 4 | ? | -2% | -4% | ? | ?
14 | CC(=O)c1ccc(NC(=S)NN2C(C)CCCC2C)cc1 (stereo unspecified) | -2% | 14% | 7% | 3 | -13% | -7% | -5% | -15% | -22%
15 | Cc1cccc(S(=O)(=O)Nc2ccc(-c3ccc4nncn4n3)cc2)c1 | -3% | 37% | -29% | -1 | -9% | 2% | -8% | 2% | -15%
16 | Cc1ccc(-n2nc3c(c2NC(=O)c2cccs2)CS(=O)(=O)C3)c(C)c1 | 3% | 6% | 16% | -5 | -6% | 3% | 0% | -18% | -13%
17 | CN(Cc1nccn1C)C(=O)C1CCC(=O)N(CCc2ccc(Cl)cc2)C1 (stereo unspecified) | 21% | 14% | -4% | -1 | -4% | 4% | 5% | -5% | -8%
18 | COc1ccc(N(CCC#N)S(=O)(=O)c2cccc3nsnc23)cc1 | 6% | 1% | -28% | 3 | -19% | -2% | 9% | -6% | -15%
19 | NS(=O)(=O)c1ccc(NC(=O)Nc2ccc(S(N)(=O)=O)cc2)cc1 | 0% | 24% | 17% | -13 | -18% | 11% | -11% | 6% | 111%[activator]
20 | c1ccc(CNc2c3c(nc4ncnn24)CCC3)cc1 | . | 21% | -6% | 1 | -8% | -5% | 22% | -12% | 7%

(further entries)
Order of values – G9a inh, HP1b binding inh, RGS4 inh, PI4K2A inh, JMJD2A Tudor inh, ERG Ets-DNA blk, GLS inhibitor, BAZ2B inh, 12-LOX inh
#21 CCN(CC)S(=O)(=O)c1cccc(C(=O)N/N=C/c2cccc(O)c2O)c1
  0%[59 µM], 14%, -45%, -2, -27%, -4%, 34%[activator], 8%, -16%
#22 CCN1CCN(C(CNS(=O)(=O)c2ccc(Br)cc2)c2cccnc2)CC1 (stereo unspecified)
  20%, 34%, -6%, 2, -10%, 1%, 5%, -1%, 240%[activator]
#23 CCOC(=O)C1CCN(C(=S)Nc2ccc(S(N)(=O)=O)cc2)CC1
  10µM*, ?, -45%, 1, ?, -7%, 13%, -3%, 22%
#24 O=C(NCCN1CCOCC1)C(Sc1ccccc1)c1ccccc1 (stereo unspecified)
  ., 17%, 17%, 3, -15%, 7%, -1%, 0%, -1%
#25 CCOc1ccc(CNS(=O)(=O)c2ccc(-c3coc(C)n3)cc2)cc1OC
  0%[59 µM], 26%[57 µM], -19%, 3, -6%, -3%, -11%, 1%, -23%
#26 CCc1ccccc1NC(=O)c1cc(-c2ccc(OC)cc2)on1
  3%, 36%&36%, -4%&23%, 3&-2, -10%&-10%, -7%&-3%, -4%&0%, 0%&2%, -18%&1%
#27 CC(C)Oc1cccc(C(=O)C2CCCN(Cc3cnc(N4CCOCC4)s3)C2)c1 (stereo unspecified)
  -3%, -1%, 16%, 4, -25%, 1%, 0%, ?, -11%
#28 O=C(Nc1nccs1)c1ccc(Cl)s1
  -1%, 27%, 11%, 2, -14%, -14%, 10%, -3%, 24%
#29 Cc1cc(/C=C2/C(=N)N3C(=NC2=O)SN=C3S(C)(=O)=O)c(C)n1-c1ccccc1
  35µM*, -29%, -4%, 4, ?, 1%, 12%, -24%, ?
#30 COc1ccccc1N1CCN(S(=O)(=O)CCNC(=O)c2ccc(OC(C)C)cc2)CC1
  -9%, 9%, -21%, 0, -10%, 11%, 0%, -4%, 3%
#31 CNC(=O)CCN(Cc1ccco1)S(=O)(=O)c1ccc(OC)c(OC)c1
  25%[59 µM], 6%, 14%, -6, -6%, 4%, 5%, 0%, ?
#32 CCOC(=O)C1CCN(C(=O)Cc2c(C(=O)O)n(CC)c3ccccc23)CC1
  16%[12.7 µM], 24%, -4%, -1, -18%, ., 0%, 9%, 8%
#33 C#CCOCCOCCOCCNc1nc(N2CCN(C(=O)[C@H]([C@@H](C)CC)n3cc(CCCCN)nn3)CC2)nc(N2CCN(C(=O)[C@H](CCCCN)n3cc(CC(C)O)nn3)CC2)n1 (stereo partly specified)
  -37%[2.33 µM], 23%, -2%, -2, -34%, 3%, -8%, ?, ?
#34 O=C1CN(C(=O)c2ccc(Cl)c([N+](=O)[O-])c2)c2ccccc2N1
  10%, 14%, 20%, -18, -17%, -12%, 8%, -28%, 12%
#35 CCC(=O)Nc1nnc(C(C)(C)C)s1
  2%[12.7 µM], 45%[activator], -30%, -1, -1%, 0%, -1%, -2%, 2%
#36 O=C(Nc1ccc(O)c(-c2nc3ccccc3s2)c1)c1cc(=O)c2ccccc2o1
  -6%[59 µM], 1%, 6%, -2, -18%, -2%, -18%, -3%, 2%
#37 CCC(C)N(C)C1CCN(C(=S)Nc2cccc(SC)c2)CC1 (stereo unspecified)
  ?, 16%, -15%, -15, -25%, 8%, ?, -12%, 0%

A portion of the library (hit frequency here may not be typical).
